# Screening results as filed in PubChem BioAssay.
# SENP1 inh: human SENP1 catalytic domain inhibitors, primary screen, biochemical, FRET, uHTS; Sentrin-specific protease 1 (Homo sapiens), Q9P0U3; recombinant SENP1 catalytic domain, CyPet-SUMO1-YPet FRET cleavage; inhibition, % at 10 µM; 360,000 compounds, 0.21% hits; AID 624204, 2012;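 active = inhibition at least 30% at 10 µM, raw YFP signal under a set limit, fluorescence ratio 0.5 to 1.5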;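 also: 0% = enzyme with DMSO and 100% = no enzyme wells; some results filed as inactive read as strong as hits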
#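 Compound: 10 µM single point, 0.5% DMSO; Test system: hSENP1 catalytic domain, recombinant; Timing: 50 min reaction at room temperature; Technique: FRET, CFP and YFP emission; Control set: no-enzyme wells low, DMSO-plus-enzyme wells high control.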
# APOBEC3G inh: APOBEC3G DNA deaminase inhibitors, primary screen, biochemical, fluorescence, single-stranded DNA substrate, uHTS; DNA dC->dU-editing enzyme APOBEC-3G (Homo sapiens), Q9HC16; recombinant A3G, ssDNA deamination FAM/TAMRA fluorescence; inhibition, % at 20 µM; 330,000 compounds, 0.28% hits;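 active = inhibition of at least 40% at 20 µM, with no more than 30% in the related APOBEC3A deaminase screen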;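 also: plate controls were DMSO wells with A3G for no effect and wells lacking A3G enzyme for full effect; some compounds called inactive have numbers as strong as hits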
# SENP6 inh: SENP6 protease inhibitors, primary screen, biochemical, luminescence, uHTS; AID 2599, 2010; inhibition, % at 10 µM; 330,000 compounds, 1.8% hits; Recombinant SENP6 catalytic domain, aminoluciferin luminescence;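 active = inhibition above about 50% at the single tested dose, limit read from the data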;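 also: plate controls were DMSO wells with enzyme for no effect and DMSO wells lacking enzyme for full effect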
# Target sequence (Q9GZR1 628-1112 limits assumed): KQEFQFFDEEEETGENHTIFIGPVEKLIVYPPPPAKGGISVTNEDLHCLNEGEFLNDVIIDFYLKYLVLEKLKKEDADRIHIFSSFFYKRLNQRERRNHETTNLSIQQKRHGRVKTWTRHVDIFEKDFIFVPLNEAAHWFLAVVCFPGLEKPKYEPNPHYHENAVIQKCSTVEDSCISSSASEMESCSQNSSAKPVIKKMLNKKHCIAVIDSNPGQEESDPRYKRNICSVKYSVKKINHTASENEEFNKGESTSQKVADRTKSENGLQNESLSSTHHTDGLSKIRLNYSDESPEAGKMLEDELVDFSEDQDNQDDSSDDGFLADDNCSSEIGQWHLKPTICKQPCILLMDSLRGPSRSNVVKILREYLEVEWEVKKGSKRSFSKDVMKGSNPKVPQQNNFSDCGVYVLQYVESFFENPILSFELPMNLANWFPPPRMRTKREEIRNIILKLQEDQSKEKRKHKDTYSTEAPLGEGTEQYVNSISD
# SENP8 block-1: SENP8 protease inhibitors, primary screen, biochemical, luminescence; purified SENP8, Z-RLRGG-aminoluciferin cleavage; inhibition, % at 10 µM; 330,000 compounds, 1.2% hits; AID 2540, 2010; in the data active = inhibition above about 50%
# Apaf1 inhib: inhibitors of human Apaf-1 apoptosome, primary screen, biochemical, DEVD-Rh110 fluorescence, uHTS | reconstituted apoptosome caspase-3 activity | Apoptotic protease-activating factor 1 (Homo sapiens), O14727 | 330,000 compounds, 0.71% hits | inhibition, % at 20 µM; active = inhibition of at least 40% at 20 µM;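 also: plate controls were DMSO wells for no effect and DEVD-CHO caspase inhibitor wells for full effect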
#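 Material: biochemical Apaf-1 apoptosome reconstitution. Medium: Hepes buffer, pH 7.5. Also added: cytochrome c activation, bis-DEVD rhodamine 110 substrate. Timing: 30 min compound preincubation, 50 min activation, room temperature. Measured by: rhodamine 110 fluorescence at Ex 480/Em 540 nm.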
# SENP8 block-2: human SENP8 protease inhibitors, primary screen, biochemical, fluorescence, Nedd8 protein substrate, uHTS; AID 602440, 2012; 360,000 compounds, 0.64% hits; recombinant SENP8; inhibition, % at 20 µM; in the data active = inhibition mostly above about 40%, no sharp cut-off; inactive = mostly below about 27%
# SENP7 block: SENP7 protease inhibitors, primary screen, biochemical, luminescence, uHTS; inhibition, % at 5 µM; AID 434973, 2010; recombinant SENP7, Z-RLRGG-aminoluciferin luminescence, 40 min; Sentrin-specific protease 7 (Homo sapiens), Q9BQF6; 330,000 compounds, 1.5% hits;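 active = inhibition above about 50% at the single test dose, limit read from the data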;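 also: plate controls were DMSO with enzyme for no effect and no enzyme buffer wells for full effect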
# Target sequence (Q9BQF6 706-1050 limits assumed): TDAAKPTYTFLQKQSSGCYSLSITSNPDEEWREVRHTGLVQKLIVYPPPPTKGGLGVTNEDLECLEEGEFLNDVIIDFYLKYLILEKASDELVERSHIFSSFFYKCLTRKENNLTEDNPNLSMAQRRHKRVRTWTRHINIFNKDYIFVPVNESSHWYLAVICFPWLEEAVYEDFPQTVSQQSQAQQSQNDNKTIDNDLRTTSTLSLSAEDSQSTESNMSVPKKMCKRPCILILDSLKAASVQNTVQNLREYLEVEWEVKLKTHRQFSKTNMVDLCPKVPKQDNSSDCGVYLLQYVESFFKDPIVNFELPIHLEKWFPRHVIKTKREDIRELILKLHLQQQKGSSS
# UBC13 polyUb: UBC13 polyubiquitin chain formation inhibitors, primary screen, biochemical, TR-FRET, uHTS. Ubiquitin-conjugating enzyme E2 N (Homo sapiens), P61088. inhibition, % at 20 µM. 330,000 compounds, 0.47% hits; in the data active = inhibition above about 45%, passing the limit was not always enough; inconclusive = no clear call, values can overlap the other calls
# Target sequence (P61088 whole entry, looked up): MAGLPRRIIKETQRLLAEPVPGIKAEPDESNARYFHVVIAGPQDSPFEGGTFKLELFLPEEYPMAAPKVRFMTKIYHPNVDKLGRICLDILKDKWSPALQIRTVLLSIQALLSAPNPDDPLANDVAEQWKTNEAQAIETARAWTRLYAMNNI
# * hit, by the source's call; i = inactive; ? = inconclusive; · = not tested or not shown.
SMILES	SENP1 inh	APOBEC3G inh	SENP6 inh	SENP8 block-1	Apaf1 inhib	SENP8 block-2	SENP7 block	UBC13 polyUb
CCOC(=O)c1sc2nc(C)cc(C)c2c1NC(=O)c1ccco1	1	-3	-11	0	7	-178	-5	8
CCc1ccccc1NC(=O)CN(C)S(=O)(=O)c1ccc(-c2ccc(=O)[nH]n2)s1	0	4	-3	0	23	3	3	-16
CN1C(=O)/C(=C/c2ccc(OC(=O)c3ccco3)cc2)SC1=S	46*	-4	73*	75*	2	20	79*	-14
COc1ccc2c(c1)CCc1c(C(=O)N3CCOCC3)noc1-2	1	-7	-12	2	-15	8	8	7
Cc1cccc(NC(=S)NC2CCCCCC2)c1C	-1	-6	5	-5	5	-1	-5	-8
CCCCN(CC(=O)NCc1ccc(Cl)cc1)S(=O)(=O)c1ccc2c(c1)OCCO2	0	-4	8	-1	26	4	0	1
O=C(Cn1cnc2cc([N+](=O)[O-])ccc2c1=O)Nc1ccccc1Cl	-28	-5	-10	1	3	-96	-3	-1
Cn1c(N=Nc2ccccc2)nc2ccccc21	2	-1	-4	97*	9	66*	101*	-58
O=C(CSc1ccc(-c2cccnc2)nn1)Nc1ccc(F)c(F)c1	-1	-3	-11	1	4	18	4	2
O=C(Nc1nnc(S(=O)(=O)N2CCCCC2)s1)c1ccccc1Br	0	-9	-8	6	1	-12	2	3
CN1CCN(c2cc(N3CCN(C(=O)c4ccco4)CC3)c3c4c(onc24)-c2ccccc2C3=O)CC1	49*	0	55*	38	82*	65*	21	i
CCCCn1c(SCC(=O)Nc2cc(C)on2)nc2ccccc2c1=O	0	-6	6	5	-27	-14	8	29
CC(C)(C)c1ccc(OCC(=O)NNC(=O)C2CCCO2)cc1 (configuration not stated)	1	-6	-1	-1	0	11	13	3
O=C(O)c1cccnc1Sc1ccccc1Cl	-17	-1	-6	-1	-3	7	-2	3
CS(=O)(=O)c1ccc(Cl)c(NC(=O)CCl)c1	4	3	-2	-2	0	-1	8	5

# An excerpt of these results, with two lines to a compound:
# Order of results: SENP1 inh	APOBEC3G inh	SENP6 inh	SENP8 block-1	Apaf1 inhib	SENP8 block-2	SENP7 block	UBC13 polyUb
CS(=O)(=O)c1ccc(Cl)c(NC(=O)CCl)c1
    4	3	-2	-2	0	-1	8	5
Cc1cccc(NC(=S)NC2CCCCCC2)c1C
    -1	-6	5	-5	5	-1	-5	-8
CC(C)(C)c1ccc(OCC(=O)NNC(=O)C2CCCO2)cc1 (configuration not stated)
    1	-6	-1	-1	0	11	13	3
O=C(CSc1ccc(-c2cccnc2)nn1)Nc1ccc(F)c(F)c1
    -1	-3	-11	1	4	18	4	2

# Continuation:
SMILES	SENP1 inh	APOBEC3G inh	SENP6 inh	SENP8 block-1	Apaf1 inhib	SENP8 block-2	SENP7 block	UBC13 polyUb
CNC(=O)c1ccc(C)c(NC(=O)C2=C(C)OCCS2)c1	1	-7	-29	-7	-2	11	-7	-1
CC(CC(=O)OCC(=O)NCc1ccc(Cl)cc1)c1ccccc1 (configuration not stated)	0	-5	-7	7	6	18	2	23
COc1c(/C=N/NS(=O)(=O)c2ccc(C)cc2)c(CCN(C)C(C)=O)cc2c1OCO2	1	1	-5	0	-7	8	6	-7
Cc1ccc2c(C(=O)CN3CCC(C(N)=O)CC3)c(C)[nH]c2c1	1	0	3	1	7	11	2	-2
Cc1ccc(C(=O)OCC(=O)N(Cc2ccccc2)C(C)C)cc1C	1	-5	-11	8	10	5	-5	15
COc1ccc(CNC(=O)c2ccc(Cl)c(NC3=NC4CS(=O)(=O)CC4S3)c2)cc1 (configuration not stated)	3	-5	-6	-18	14	4	-17	1
O=C(Nc1cccc2ccccc12)C1CCN(C(=O)NCc2ccccc2)CC1	-1	-1	-5	2	8	-15	2	-7
Cc1cccnc1NC(=O)C12CCC(C)(C(=O)O1)C2(C)C (configuration not stated)	2	-2	1	-3	-19	13	0	12
CCn1c(C)nc([N+](=O)[O-])c1Sc1ccc(F)cc1	0	-2	14	-2	0	1	-12	2
COc1ccc(-c2oc3ccc(-c4cc(OC)c(OC)c(OC)c4)cc3c2C(=O)c2ccc(OC)nc2)cc1	-1	-10	-1	-6	13	-127	-8	?
CCN1CCN(C(=O)Nc2ccc(OC)cc2OC)CC1	2	1	2	-7	1	16	-4	-12
COc1ccc(-c2noc(CCC(=O)N3CCN(c4cccc(OC)c4)CC3)n2)cc1	2	2	·	·	19	6	2	·
COc1ccc(S(=O)(=O)Nc2ccc3c(c2)C(=O)N([C@@H](C)CO)C[C@H](C)[C@H](CN(C)CC2CC2)O3)cc1	-1	-5	-16	0	8	10	-2	21
COc1ccccc1NC(=S)NC(=O)c1ccc(-c2ccc(Cl)cc2)o1	3	-4	-35	-12	7	10	0	-12
Cc1ccc(Cn2nnc3c(=O)n(CC(=O)c4ccccc4)cnc32)cc1	-3	0	0	5	8	17	5	12
CCOc1ccc(-n2c(C)cc(/C=N/N(C)C)c2C)cc1	-3	-1	12	0	5	30	12	-5
Cc1cc(C)c(C(=O)CSc2nnc(C)c(=O)[nH]2)cc1C	2	-6	-13	4	-10	-2	1	0
Cc1cccc(C)c1NC(=O)N1CC(C)OC(C)C1 (configuration not stated)	0	-9	-1	-3	-6	15	5	11
O=C(CO/N=C1\CCCc2nonc21)Nc1ccc(Br)cc1	-8	-1	6	1	7	-3	7	3
COc1ccccc1Oc1ccc(N/C=C/C(=O)C(C)(C)C)cc1	-3	-4	3	-3	1	-15	-7	-8
Cc1nc2nc(SCC(=O)NCc3ccco3)nn2c(C)c1Cc1c(F)cccc1Cl	2	-3	8	2	-1	2	9	0
CC1CCCN(C(=O)CCS(=O)(=O)c2ccc3c(c2)NC(=O)C(C)S3)C1 (configuration not stated)	2	0	1	3	6	9	8	0
C=CCn1c2ccccc2c2nn(C)c(=S)nc21	2	-1	15	3	27	17	1	9
Cc1cccc(NC(=S)N2CCN(C(=O)c3ccco3)CC2)c1C	0	-6	-30	-6	7	6	2	-5
O=C(C[C@@H]1C/C=C\C[C@@H](NC(=O)OCC2c3ccccc3-c3ccccc32)C(=O)OCCNC1=O)N[C@@H](CO)Cc1ccccc1	-2	-4	0	11	-1	-6	4	28
CC(OC(=O)c1ccccn1)C(=O)Nc1ccc(C(F)(F)F)cc1 (configuration not stated)	1	1	-9	-4	11	3	3	-12
c1cnn(-c2cncc(-n3cccn3)n2)c1	0	-13	-49	-20	-26	-78	-6	18
COc1ccc(OC)c(NC(=O)c2cc(OC(C)=O)cc(C(=O)Nc3cc(OC)ccc3OC)c2)c1	-2	-9	-13	0	12	-5	1	8
S=C(NCc1cccc(Cl)c1)NCc1ccco1	-17	-6	-13	-8	16	-50	14	-7
O=C(Cc1ccccc1)N/N=C/c1cccn1-c1ccc([N+](=O)[O-])cc1	1	0	-2	-2	11	16	-4	4
CC(=O)Nc1ccc(NC(=O)c2nccnc2C(=O)O)cn1	0	-2	3	-8	0	9	4	-1
Cc1ccc(C(=O)CCC(=O)Nc2ccc(C)cn2)cc1	1	-3	-24	-6	-1	-8	9	12
COc1cc2c(N3CCOCC3)cc(O)c(CC(=O)Nc3ccccc3)c2cc1OC	2	-2	0	-7	7	i	-2	6
Cc1ccc(S(=O)(=O)NCCOCCNS(=O)(=O)c2ccc(C)cc2)cc1	-2	-4	5	8	-2	37	3	-1
CCCn1c(N)c(C(=O)CSc2nnc(C3CC3)n2-c2ccccc2)c(=O)[nH]c1=O	1	-8	-3	1	-7	21	3	-2
COc1ccc(NC(=O)CCNC(=O)Cn2cnc3ccccc3c2=O)cc1OC	2	-6	-13	-2	-13	9	-10	5
COc1cc(NC(=O)c2ccco2)c(OC)cc1NC(=O)Nc1cccc(Cl)c1	0	0	-5	-1	1	12	0	5
CCN(CC(=O)Nc1c(F)cccc1F)C(=O)CCN1C(=O)C2CCCCC2C1=O (configuration not stated)	1	-8	-13	8	-2	20	-11	-1
CC1=Nc2ccccc2N=C(NC(=O)c2ccccc2)C1c1ccccc1 (configuration not stated)	-2	-1	10	-2	11	7	7	-5
Cc1ccc(N2C(=O)C3C4C=CC(CNC(=S)Nc5ccc(F)cc5)(O4)C3C2=O)cc1 (configuration not stated)	1	13	-22	-6	9	10	3	-5
Cc1cnc(C(=O)Nc2nnc(SCc3c(Cl)cccc3Cl)s2)cn1	0	-3	-4	-2	16	-69	8	-12
COC(=O)c1cc(-c2c(C)oc3cc(OC(C)C)ccc3c2=O)c(C)o1	0	-7	-9	-15	-4	11	9	-4
Cc1csc(SCC(=O)NC2CCCC2)n1	1	-5	5	3	-9	9	-1	10
CCc1cc2c(NCC3CCCO3)ncnc2s1 (configuration not stated)	-10	-5	8	4	9	-6	-3	4
O=C1CCc2cc(S(=O)(=O)Nc3ccccc3)cc3c2N1CCC3	2	-12	-17	-11	14	7	14	1
Cc1cc(OCC(=O)N2CCCCCC2)ccc1[N+](=O)[O-]	1	-1	1	3	5	2	19	2
Cc1c(NS(=O)(=O)c2cc(C(=O)NCc3cccnc3)cc(Cl)c2Cl)c(=O)n(-c2ccccc2)n1C	1	-9	-4	2	6	8	-9	-10
O=C(CCCc1c[nH]c2ccccc12)Nc1ccc(S(=O)(=O)Nc2ncccn2)cc1	-7	-9	0	-7	0	-9	-3	-4
CC(C)Cn1[nH]c2c3c(ccc2c1=O)C(=O)c1ccccc1C3=O	2	-1	27	7	16	43*	7	-267
CCn1c2ccccc2c(=O)c2ccccc21	-36	17	4	1	-5	-367	6	1
COC(=O)c1cn(C(=O)c2ccc(C)cc2C)c2ccccc12	1	0	10	6	15	18	14	-4
Cc1ccc(-c2nnc(Nc3ccc(C(=O)N(C)C)cc3)c3ccccc23)cc1S(=O)(=O)NCC1CCCO1 (configuration not stated)	-2	-8	-6	-7	14	-341	-3	-4
COc1ccc(Cn2nnnc2C(CC(C)C)N2CCC(C(N)=O)CC2)cc1 (configuration not stated)	2	-3	17	11	1	8	0	4
O=C(CCc1nnc(CCCCc2ccccc2)o1)NCc1cc(F)ccc1F	-2	-10	3	-3	-16	1	-7	3
Cc1ccc(CN(C)C(=O)c2cc(S(=O)(=O)N3CCOCC3)ccc2F)o1	-1	-3	2	-6	36	6	-6	-15
N#Cc1c(NC(=S)NC(=O)C2CCCC2)sc2c1CCCCC2	-4	-2	24	16	1	9	-8	-2
O=C1Nc2ccc(F)cc2C12SCCS2	0	0	-1	5	6	13	0	-1
O=C(CS(=O)(=O)Cc1ccccc1)Nc1ccc(Cl)cn1	0	-4	-21	-5	11	16	-4	-5
O=C(CS(=O)(=O)c1cn(CC(=O)N2CCCC2)c2ccccc12)Nc1ccccc1	0	-6	4	-5	-8	-8	-9	2
COCCNC(=O)CN(Cc1ccc(Cl)cc1)S(C)(=O)=O	2	-7	-9	6	-13	14	2	12
CCOC(=O)N1CCN(C(=O)CCCCn2c(=S)[nH]c3ccsc3c2=O)CC1	-1	0	-11	0	0	11	7	32
